# Source: PubChem BioAssay
# PP5 primary: blocks human protein phosphatase 5 activity; P53041; purified PP5c, OMFP substrate fluorescence; inhibition, % at 6.7 µM; hit rate 0.18% among 320,000;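 active means inhibition above the campaign's mean inhibition across all tested compounds plus 3 SD, cut at about 9.5% in these data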;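 further: 0% = DMSO only and 100% = 100 µM cantharidin control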
# Target sequence (P53041 whole entry, looked up): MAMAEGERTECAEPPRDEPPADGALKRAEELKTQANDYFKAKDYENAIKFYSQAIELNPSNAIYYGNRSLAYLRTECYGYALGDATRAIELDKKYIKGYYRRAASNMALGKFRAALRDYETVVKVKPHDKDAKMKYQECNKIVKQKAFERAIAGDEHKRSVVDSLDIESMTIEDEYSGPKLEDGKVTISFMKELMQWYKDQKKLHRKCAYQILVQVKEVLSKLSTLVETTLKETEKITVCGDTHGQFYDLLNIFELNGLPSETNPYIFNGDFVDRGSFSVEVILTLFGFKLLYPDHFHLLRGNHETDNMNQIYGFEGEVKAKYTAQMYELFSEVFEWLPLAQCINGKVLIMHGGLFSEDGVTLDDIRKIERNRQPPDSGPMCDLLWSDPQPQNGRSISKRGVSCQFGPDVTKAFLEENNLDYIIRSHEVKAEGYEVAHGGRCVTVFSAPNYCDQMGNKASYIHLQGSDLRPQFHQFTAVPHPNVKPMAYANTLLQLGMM
# CTSL1 counter: blocks F. hepatica cathepsin L1 in PFM18AAP counter-screen | recombinant F. hepatica cathepsin L1, Z-Leu-Arg-MCA fluorescence | inhibition, % at 5.96 µM | hit rate 0.49% among 300,000 | AID 1906;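 active means inhibition above the mean of all tested compounds plus 3 SD, set per screening campaign, cut at about 17% in these data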;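 further: 0% = plate median of test compound wells and 100% = 1 µM Z-Phe-Ala-diazomethylketone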
# TPT1 inh: inhibitors of Candida albicans tRNA 2'-phosphotransferase TPT1; recombinant caTPT1, FP RNA substrate dephosphorylation; inhibition, % at 5 µM; hit rate 0.81% among 300,000; AID 1962;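 active means inhibition above the mean of all tested compounds plus 3 SD, set per screening campaign, cut at about 24% in these data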;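 further: plate controls were DMSO alone for no effect and ferristatin control at 100 nM for full effect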
# GASC-1 inh: inhibitors of human GASC-1 (JMJD2C) demethylase; Q9H3R0; GST-JMJD2C(1-420) H3K9me3 demethylation, DELFIA europium; inhibition, % at 2.35 µM; hit rate 0.069% among 330,000; AID 2099;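 active means more than half of a compound's replicate wells show inhibition beyond 50%, single wells judged on their own value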;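 further: signal counts dimethyl H3K9 product captured on neutravidin plate; 0% = median of DMSO wells and 100% = 0.3 times that DMSO median; strong numbers were not always called active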
# PP1 counter: PP1-alpha (human) inhibition in PP5 counter-screen. hit rate 0.9% among 320,000. inhibition, % at 6.7 µM. AID 2235. purified PP1alpha, OMFP fluorescence;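 active means inhibition above the mean inhibition of all tested compounds plus 3 SD, computed separately for each screening campaign, cut at about 15% in these data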
# Target sequence (P62136 whole entry, looked up): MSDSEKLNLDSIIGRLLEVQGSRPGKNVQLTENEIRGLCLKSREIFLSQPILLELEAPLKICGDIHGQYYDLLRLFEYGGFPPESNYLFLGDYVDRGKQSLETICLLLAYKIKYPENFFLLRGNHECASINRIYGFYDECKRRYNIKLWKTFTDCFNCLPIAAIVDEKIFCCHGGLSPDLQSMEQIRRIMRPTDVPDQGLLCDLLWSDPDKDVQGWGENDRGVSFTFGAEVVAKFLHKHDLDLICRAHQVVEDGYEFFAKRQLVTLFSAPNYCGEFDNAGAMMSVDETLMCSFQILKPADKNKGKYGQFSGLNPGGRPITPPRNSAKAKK
# Yeast superoxide: caloric restriction mimetics inhibiting age-related superoxide in yeast; S. cerevisiae aged cells, superoxide DHE fluorescence; active compounds read low; superoxide response (% of plate mean), % at 10 µM; hit rate 0.18% among 330,000; AID 2690;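 active means superoxide response under a set limit, about three screen SD below normal, cut at about 65% in these data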;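 further: yeast aged for seven days with compound at 30 °C before DHE staining; 100% = average MFI of all compound-treated wells on the plate with controls excluded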
# ZTA counter: blocks Epstein-Barr virus ZTA, an EBNA-1 counter-screen; P03206; ZTA-DNA binding, fluorescence polarization; inhibition, % at 11 µM; hit rate 0.15% among 320,000; in the data active means inhibition above about 33%
# Target sequence (P03206 whole entry, looked up): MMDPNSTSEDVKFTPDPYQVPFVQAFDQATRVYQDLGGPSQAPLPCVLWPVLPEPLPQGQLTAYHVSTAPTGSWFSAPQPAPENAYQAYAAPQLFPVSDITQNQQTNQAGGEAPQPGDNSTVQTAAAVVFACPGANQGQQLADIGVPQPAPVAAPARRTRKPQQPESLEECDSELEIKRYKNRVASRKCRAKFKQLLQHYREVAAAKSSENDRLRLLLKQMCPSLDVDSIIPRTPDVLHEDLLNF
# HCV core dimer: HCV core protein dimerization inhibition; TR-FRET GST/Flag-core106 dimerization, 1536-well; inhibition, % at 5 µM; hit rate 0.33% among 300,000; AID 1899;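 active means inhibition above the mean of all tested compounds plus 3 SD, set per screening campaign, cut at about 45% in these data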
#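 Material: GST/Flag-tagged HCV core106 proteins. Incubation: 4 h, 22.5 °C incubation. Read-out basis: inhibition (%) from 671 over 617 nm ratio. Measured by: TR-FRET, excitation 340 nm, emission 617 and 671 nm.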
# EBNA-1 inh: blocks EBNA-1 binding to DNA. inhibition, % at 14.8 µM. EBNA-1 DNA binding, fluorescence polarization. hit rate 0.34% among 300,000; in the data active means inhibition above about 28%
# Numbers without * were called inactive; / = no result given. The order is random; overall some 3.1% were active at least once.
# Every second line gives: PP5 primary	CTSL1 counter	TPT1 inh	GASC-1 inh	PP1 counter	Yeast superoxide	ZTA counter	HCV core dimer	EBNA-1 inh
1. CN(C(=O)COc1cccc(Br)c1)C1CCS(=O)(=O)C1 (stereo not drawn)
 : 2.4	-3	3	/	-1	96	-15	-3	1
2. COCCNC(=O)[C@@]1(Cc2ccccc2)C=C[C@@H](C)N1C(C)=O
 : -0.8	0	-3	7	3	97	-1	-3	-1
3. O=C(Nc1cccc(S(=O)(=O)N2CCCCC2)c1)C1CC(=O)N(Cc2ccco2)C1 (stereo not drawn)
 : -0.6	-2	0	11	-3	94	19	2	3
4. O=C(NCCOc1ccccc1Cl)C(=O)Nc1ccccc1
 : -1.0	-2	0	0	-2	89	18	-4	8
5. O=C(COc1ccccc1)N(Cc1cc2ccccc2[nH]c1=O)CC1CCCO1 (stereo not drawn)
 : 1.4	0	0	5	-1	102	5	-2	8
6. Cn1nnnc1SCC(=O)N1CCN(S(=O)(=O)c2ccc(Cl)cc2)CC1
 : 2.3	-4	-2	-2	-4	99	0	1	11
7. C/C(=N/Nc1ccnc2cc(Cl)ccc12)c1ccc(N)cc1
 : 0.3	1	-1	-5	17*	105	2	0	-3
8. CCN(CC)CCCN(C(=O)c1ccc(OC)cc1)c1nc(-c2ccc(OC)cc2)cs1
 : 1.5	-3	2	-16	-2	96	8	-7	-11
9. Cc1nc2ccc(NC(=O)N3CCOCC3)cc2nc1C
 : -3.4	10	3	5	2	117	-12	1	-5
10. O=C(CSc1ccc(-c2ccncc2)nn1)c1ccc(Cl)cc1
 : 0.0	0	2	-5	-2	84	5	4	-4
11. CCOC(=O)N1CCN(C(=O)c2cc3c(=O)n4ccccc4nc3s2)CC1
 : -0.1	1	-4	-5	-2	98	-23	-10	2
12. Cc1ccc(S(=O)(=O)N2CCN(C(=O)CCC(=O)NCc3ccc(F)cc3)CC2)cc1
 : 1.1	-8	-3	11	-8	78	0	10	-10
13. CCOC(=O)C1(Cc2ccccc2C)CCCN(C(=O)c2ccc3nccnc3c2)C1 (stereo not drawn)
 : 3.0	-3	-1	2	4	101	-1	1	2
14. NS(=O)(=O)c1ccc(NC(=S)NC(=O)C2CCCCC2)cc1
 : 0.9	4	-3	1	-1	100	-8	-3	-5
15. Cc1ccc(SCc2nc(-c3cccnc3)no2)cc1
 : 1.8	1	-3	3	-1	100	-14	-1	-5
16. COc1ccc(Cl)cc1S(=O)(=O)N(C)CC(=O)NCc1ccccn1
 : 4.7	-2	-2	17	1	102	-13	14	-1
17. NC(=O)C1(c2ccccc2)OC1c1ccccc1 (stereo not drawn)
 : 3.7	-7	-3	4	2	100	0	4	-2
18. COc1ccccc1NC(=O)COC(=O)c1ccc2c(c1)nc(C)n2-c1ccccc1
 : 1.3	-2	-4	-3	6	107	0	5	-3
19. Cc1cccc(C(=O)Nc2ccc(N3CCN(c4ccc(C(F)(F)F)cn4)CC3)nc2)c1
 : -1.6	3	-1	-3	-4	100	1	2	3
20. CCCOP(=O)(c1ccccc1)c1ccccc1
 : 2.9	0	3	3	0	102	-15	-5	-5
21. Cc1cc(C)c(CSc2ncc(-c3ccc([N+](=O)[O-])cc3)[nH]2)c(C)c1
 : 7.2	1	6	2	3	108	10	9	-7
22. Cc1ccc(OC(C)C(=O)N/N=C/c2ccccn2)cc1 (stereo not drawn)
 : 2.8	2	1	-6	-3	107	-1	-7	-1
23. CCN(CC(=O)NC1CCCCC1)S(=O)(=O)c1ccc(Cl)cc1
 : -3.3	-1	3	5	-4	86	4	-4	-8
24. CC(C)(C)n1nnnc1C(c1cccs1)N(Cc1ccc(Cl)cc1)CC1CCCO1 (stereo not drawn)
 : 3.2	1	-3	-8	1	98	16	-1	0
25. Cc1ccc(CC(=O)N2CCN(c3ccccn3)CC2)cc1
 : -1.0	-2	-2	-4	-2	85	13	4	-2
26. CCn1c(SCC(=O)NCC(=O)Nc2ccc(F)cc2)nnc1-c1cccs1
 : -0.7	0	-3	1	5	104	-1	-7	3
27. Cc1ccc2nc(Cl)c3cc(C(=O)N(CCN(C)C)Cc4ccco4)sc3c2c1
 : 0.5	5	-3	8	-1	94	2	-20	1
28. COc1cc(NC(=O)C2CCN(S(=O)(=O)c3ccc4c(c3)CC(C)N4C(C)=O)CC2)cc(OC)c1OC (stereo not drawn)
 : 0.8	-3	2	20	-3	114	2	3	-3
29. O=C(Nc1nc2ccccc2[nH]1)c1cccc(F)c1
 : 1.2	-2	-4	11	3	104	-16	-16	12
30. Cc1ccc(-c2cc(C(=O)Nc3cc(C)on3)no2)cc1
 : 1.0	-2	-18	10	-3	99	-2	11	7
31. CCN(CC(=O)Nc1c(F)cccc1F)C(=O)/C=C/c1ccc(C)o1
 : 1.3	4	-2	-4	7	97	4	1	-1
32. Cc1ccc(C)c(S(=O)(=O)N2CCCCC2CCNC(=O)C(=O)NCCc2ccco2)c1 (stereo not drawn)
 : -1.5	2	2	7	2	108	16	5	2
33. O=S(=O)(Cc1ccccc1)N1CCN(Cc2ccc3c(c2)OCO3)CC1
 : -2.3	-9	-2	-1	-5	89	-11	6	-24
34. Clc1ccc2noc(-c3ccccc3)c2c1
 : 4.0	2	0	-1	0	96	-15	-6	-17
35. CC(C)C(NC(=O)COc1ccc2ccccc2c1)C(=O)N/N=C/C=C/c1ccccc1 (stereo not drawn)
 : 7.8	1	-2	-3	-1	126	-13	4	-19
36. CC1CN(C(=O)/C=C/c2ccc([N+](=O)[O-])s2)CC(C)O1 (stereo not drawn)
 : -1.1	3	-4	2	-4	119	-15	-6	0
37. CCn1c(=O)cc(SCC(=O)Nc2ccc3c(c2)OCCO3)c2ccccc21
 : 3.8	-3	-1	2	2	86	-7	4	-13
38. O=C(Nc1nc(-c2nc3ccccc3s2)cs1)C1CC1
 : 1.5	-6	-1	2	24*	99	4	-19	6
39. Cc1ccc(S(=O)(=O)N2CCN(C(=O)CCCOc3ccc(Cl)cc3C)CC2)cc1
 : 4.9	4	-1	8	10	85	19	-4	6
40. CCOC(=O)c1cc(CN2CCOCC2)oc1-c1ccccc1
 : 0.2	-3	3	2	2	88	-11	-3	1

# Looked up above.
# EBNA-1 inh result of entry 26 stands at 3
# PP1 counter result of entry 23 stands at -4

# (listing goes on)
# Every second line gives: PP5 primary	CTSL1 counter	TPT1 inh	GASC-1 inh	PP1 counter	Yeast superoxide	ZTA counter	HCV core dimer	EBNA-1 inh
41. O=C(CN1C(=O)/C(=C/c2ccccc2F)Oc2ccccc21)N1CCN(c2ccccn2)CC1
 : 1.2	1	-1	-2	-3	114	2	-3	4
42. C=CCOC(=O)C1=C[C@@H](c2csc3ccccc23)C[C@@H](OCCCCO)O1
 : -0.2	-3	0	1	7	/	16	12	12
43. Cc1ccc(C(=O)NCCC2=CCCCC2)cc1S(=O)(=O)N1CCCCC1
 : 6.3	4	-2	-10	0	129	-4	1	-13
44. CC(C)[C@H](NC(=O)c1ccco1)C(=O)OCC(=O)Nc1cccc(F)c1
 : -0.2	-32	0	2	-9	107	15	2	0
45. Cc1cc(C)c(C)c(S(=O)(=O)NCc2ccc(C(=O)NCC3CCCO3)cc2)c1C (stereo not drawn)
 : 4.5	-3	-6	-4	2	119	-2	-6	-7
46. O=S(=O)(Nc1ccc(-c2nnc(SCc3ccc(Cl)cc3)o2)cc1)c1ccccc1
 : 3.1	-2	2	13	-3	116	6	8	-1
47. Cc1cccc(C)c1NC(=O)NNC(=O)c1cc(C(C)(C)C)nn1Cc1ccccc1
 : 0.7	-3	-5	4	0	107	-4	1	-6
48. CN1CCCC1=Nc1c2c(nc3ccccc13)N(C)CC2
 : 3.4	-2	1	-40	-2	101	8	-10	-4
49. NC(=O)N/N=C/c1c(Sc2nnnn2-c2ccccc2)nc2ccccn2c1=O
 : -1.5	3	-4	7	1	108	13	-2	10
50. Cc1ccc(NS(=O)(=O)c2ccc(-n3cccn3)cc2)cc1F
 : 2.4	0	-1	5	-2	84	2	-4	-7
51. COc1cc(C(C)=O)ccc1OCC(=O)N(CCC1=CCCCC1)c1c(N)n(Cc2ccccc2)c(=O)[nH]c1=O
 : 2.3	0	9	3	9	115	0	11	4
52. COc1ccc(OC)c(C2c3c(oc4ccccc4c3=O)C(=O)N2CCCN(C)C)c1 (stereo not drawn)
 : 2.7	-4	2	15	1	91	13	4	-16
53. O=C(CCS(=O)(=O)c1cc(Br)cc2c1N(C(=O)C1CC1)CC2)NCC1CCCO1 (stereo not drawn)
 : 0.5	3	0	-2	-5	103	-6	-4	-1
54. Cc1ccc(C2C3=C(CC(C)(C)CC3=O)Nc3onc(C)c32)cc1 (stereo not drawn)
 : 2.3	-2	-4	0	-3	103	-10	8	-8
55. O=C(/C=C\c1ccco1)Nc1cc([N+](=O)[O-])ccc1F
 : 4.4	-3	3	16	-5	114	12	-8	-3
56. Cc1cc(C)nc(SCC(=O)NNC(=O)c2ccccc2C)n1
 : -2.2	8	0	-3	1	65*	-10	-22	4
57. O=c1[nH]nc(Cc2ccc(-c3cccc(Cl)c3)o2)c2ccccc12
 : 0.5	5	2	-2	1	99	1	18	-9
58. CN(C(=O)c1cccc(Cl)c1)C1CCCN(Cc2ccccc2F)C1 (stereo not drawn)
 : 0.5	0	-2	4	4	122	-5	-30	7
59. O=c1c2ccccc2cnn1Cc1nnc(-c2cccs2)o1
 : 1.8	-1	-1	5	3	99	6	-3	1

# Whole records, quoted from the list:
# O=c1c2ccccc2cnn1Cc1nnc(-c2cccs2)o1 reads PP5 primary = 1.8; CTSL1 counter = -1; TPT1 inh = -1; GASC-1 inh = 5; PP1 counter = 3; Yeast superoxide = 99; ZTA counter = 6; HCV core dimer = -3; EBNA-1 inh = 1
# O=C(/C=C\c1ccco1)Nc1cc([N+](=O)[O-])ccc1F reads PP5 primary = 4.4; CTSL1 counter = -3; TPT1 inh = 3; GASC-1 inh = 16; PP1 counter = -5; Yeast superoxide = 114; ZTA counter = 12; HCV core dimer = -8; EBNA-1 inh = -3

# Molecules shown so far that contain an aryl thioether with sulfur outside any ring, in the order listed:
# Every second line gives: PP5 primary	CTSL1 counter	TPT1 inh	GASC-1 inh	PP1 counter	Yeast superoxide	ZTA counter	HCV core dimer	EBNA-1 inh
6. Cn1nnnc1SCC(=O)N1CCN(S(=O)(=O)c2ccc(Cl)cc2)CC1
 : 2.3	-4	-2	-2	-4	99	0	1	11
10. O=C(CSc1ccc(-c2ccncc2)nn1)c1ccc(Cl)cc1
 : 0.0	0	2	-5	-2	84	5	4	-4
15. Cc1ccc(SCc2nc(-c3cccnc3)no2)cc1
 : 1.8	1	-3	3	-1	100	-14	-1	-5
21. Cc1cc(C)c(CSc2ncc(-c3ccc([N+](=O)[O-])cc3)[nH]2)c(C)c1
 : 7.2	1	6	2	3	108	10	9	-7
26. CCn1c(SCC(=O)NCC(=O)Nc2ccc(F)cc2)nnc1-c1cccs1
 : -0.7	0	-3	1	5	104	-1	-7	3
37. CCn1c(=O)cc(SCC(=O)Nc2ccc3c(c2)OCCO3)c2ccccc21
 : 3.8	-3	-1	2	2	86	-7	4	-13
46. O=S(=O)(Nc1ccc(-c2nnc(SCc3ccc(Cl)cc3)o2)cc1)c1ccccc1
 : 3.1	-2	2	13	-3	116	6	8	-1
49. NC(=O)N/N=C/c1c(Sc2nnnn2-c2ccccc2)nc2ccccn2c1=O
 : -1.5	3	-4	7	1	108	13	-2	10
56. Cc1cc(C)nc(SCC(=O)NNC(=O)c2ccccc2C)n1
 : -2.2	8	0	-3	1	65*	-10	-22	4
